From PubChem BioAssay
CAL PDZ FP-1 – untagged CAL PDZ binding inhibitors, primary screen, biochemical, fluorescence polarization, HTS. Golgi-associated PDZ and coiled-coil motif-containing protein (Homo sapiens), Q9HD26. purified CAL PDZ, TMR-peptide fluorescence polarization, 1 h. inhibition, % at 24.9 µM. 300,000 tested, 0.92% active. AID 602252, 2012;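 active = mean inhibition of at least 30% with at least half of replicates also reaching 30%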;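 note: 0% = DMSO neutral control and 100% = excess unlabeled competitor peptide PRC23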
LANA DNA inh – inhibitors of KSHV C-LANA binding to DNA, primary screen, biochemical, fluorescence polarization, FAM-LBS DNA, MBP-C-LANA, single point. inhibition, % at 9 µM. AID 504423, 2011. 340,000 tested, 0.078% active;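 active = highest replicate inhibition at or above 60% at 9 µM, even if other replicates fall short; inactive = all replicates below 60% inhibition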;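 note: 0% = neutral control wells and 100% = 4 µM acridine orange control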
Keap1 Nrf2 FP – Keap1-Nrf2 protein-protein interaction inhibitors, primary screen, biochemical, fluorescence polarization, single point. 340,000 tested, 0.15% active. Keap1 Kelch-Nrf2 peptide fluorescence polarization, 1536-well. AID 504523, 2011. Kelch-like ECH-associated protein 1 (Homo sapiens), Q14145. inhibition, % at 9.4 µM; in the data active = inhibition above about 12%;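 note: human Keap1 Kelch domain with fluorescein labeled Nrf2 9mer peptide probe; 0% = neutral control wells and 100% = peptide positive control; higher means more block of Keap1 binding to Nrf2 peptide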
NSD2 inh – NSD2 histone methyltransferase inhibitors, primary screen, biochemical, AlphaScreen, single concentration, set 2; Histone-lysine N-methyltransferase NSD2 (Homo sapiens), O96028; NSD2 peptide methylation, 120 min; inhibition, % at 12.5 µM; 310,000 tested, 0.54% active; AID 743445, 2014; in the data active = inhibition above about 50%
V-ATPase pHluor – regulators of yeast V-ATPase proton pumping, primary screen, pHLuorin cytosolic pH fluorescence | 350,000 tested, 0.37% active | AID 504577, 2011 | S. cerevisiae | response, % at 10 µM; in the data active = response mostly above about 7.3%, no sharp cut-off; inactive = mostly below about 5.4%; note: actives read high; inactives centre near 0; some compounds called inactive have numbers as strong as hits; reference of the scale not given here
CAL PDZ FP-2 – CAL PDZ peptide-binding inhibitors, primary screen, biochemical, fluorescence polarization, Cer-tagged CAL PDZ, HTS. Golgi-associated PDZ and coiled-coil motif-containing protein (Homo sapiens), Q9HD26. purified CAL PDZ, TMR-peptide fluorescence polarization, 1 h. inhibition, % at 20 µM. 330,000 tested, 0.02% active. AID 504414, 2011;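 active = highest replicate inhibition of at least 40%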;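 note: plate controls were DMSO neutral control wells for no effect and unlabeled competitor peptide control wells for full effect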
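Assay system – tagged CAL PDZ protein CerCALP, purified · Timing – 1 h at RT · Compound – single point, 20 µM · Measured by – fluorescence polarization from S- and P-plane intensities, G-factor corrected · Evaluation – inhibition from polarization loss · Probe or stimulus – TMR reporter peptide T*-PRC34 · Buffer or medium – pH 7.4 phosphate-saline buffer, reducing agent, detergent, IgG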
Arr AP2 block – inhibitors of beta-arrestin/AP2 binding, primary screen, biochemical, GPCR trafficking, flow cytometry. beta-arrestin 1 C-terminal peptide binding to AP2 beta2-adaptin appendage (human). FITC-arrestin peptide / GST-AP2 beads; AP2 beta2 appendage carries R879A mutation. inhibition, % at 10 µM. 340,000 tested, 0.31% active. AID 504490, 2011;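 active = inhibition above a set limit, near 3 SD of compounds lacking own fluorescence, cut at about 54% in these data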;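 note: plate controls were DMSO wells for no effect and 5 µM unlabelled arrestin peptide for full effect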
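System: GST-AP2 R879A glutathione beads; medium: PBS, Tween 20 0.05%, BSA 0.1%; reagent: fluorescein-tagged arrestin peptide at 50 nM final; schedule: pre-incubation 12 min, peptide binding 1 h, room temperature; detection: flow cytometry, FL1 (488/535 nm); read-out: inhibition as reduced fluorescein signal on beads, percent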
Pemphigus Ab inh – inhibitors of pemphigus antibody binding to DSG3, primary screen, biochemical, bead-based, flow cytometry, scFv-GFP; Desmoglein-3 (Homo sapiens), P32926; DSG3-coupled beads, scFv-anti-DSG3-GFP binding; stronger effect = lower value; binding (percent of control), % at 10 µM; 310,000 tested, 0.48% active;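 active = binding more than 3 SD below its plate's average and above zero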;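 note: hits lower antibody fragment binding to DSG3; some compounds called inactive have numbers as strong as hits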
Target sequence (P32926 whole entry, looked up, the tested form may be a part): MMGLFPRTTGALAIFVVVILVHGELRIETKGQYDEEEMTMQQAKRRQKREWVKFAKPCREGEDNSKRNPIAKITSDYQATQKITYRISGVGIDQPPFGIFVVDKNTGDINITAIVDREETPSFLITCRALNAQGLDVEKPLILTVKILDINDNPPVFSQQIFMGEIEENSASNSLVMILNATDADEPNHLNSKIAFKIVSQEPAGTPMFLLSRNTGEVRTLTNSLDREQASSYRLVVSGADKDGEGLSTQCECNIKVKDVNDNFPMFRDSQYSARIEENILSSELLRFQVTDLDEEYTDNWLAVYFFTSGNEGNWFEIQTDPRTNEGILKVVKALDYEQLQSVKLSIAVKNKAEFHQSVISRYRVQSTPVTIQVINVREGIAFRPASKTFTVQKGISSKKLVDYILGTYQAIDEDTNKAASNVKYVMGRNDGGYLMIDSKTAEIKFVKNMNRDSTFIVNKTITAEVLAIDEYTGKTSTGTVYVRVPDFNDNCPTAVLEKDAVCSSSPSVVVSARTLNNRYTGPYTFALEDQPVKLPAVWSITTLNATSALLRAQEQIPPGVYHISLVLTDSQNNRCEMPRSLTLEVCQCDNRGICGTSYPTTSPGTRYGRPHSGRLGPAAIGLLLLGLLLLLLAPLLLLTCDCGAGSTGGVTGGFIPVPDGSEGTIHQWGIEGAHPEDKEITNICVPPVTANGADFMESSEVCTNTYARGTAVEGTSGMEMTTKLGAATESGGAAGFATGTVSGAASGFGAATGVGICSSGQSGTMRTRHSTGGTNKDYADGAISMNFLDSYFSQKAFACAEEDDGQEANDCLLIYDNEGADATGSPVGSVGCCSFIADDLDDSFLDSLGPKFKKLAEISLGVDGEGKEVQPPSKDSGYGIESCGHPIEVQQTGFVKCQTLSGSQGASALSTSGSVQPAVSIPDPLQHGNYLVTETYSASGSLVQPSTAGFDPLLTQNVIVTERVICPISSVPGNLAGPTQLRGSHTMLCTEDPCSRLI
DAGLB inhibitor – DAGLB lipase inhibitors, primary screen, biochemical, fluorescence, HTS; Diacylglycerol lipase-beta (Homo sapiens), Q8NCG7; HEK293T DAGLB membrane lysate, EnzChek fluorogenic substrate; inhibition, % at 5.17 µM; 340,000 tested, 0.059% active; AID 504411, 2011; in the data active = inhibition above about 34%;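 note: 0% = enzyme with vehicle and 100% = wells lacking enzyme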
RTF Ca sens inh – cardiac RTF calcium sensitivity inhibitors, primary screen, biochemical, IANBD-TnC fluorescence, EC70 calcium; Troponin I, cardiac muscle (Homo sapiens) + Troponin T, cardiac muscle (Homo sapiens) + …; inhibition, % at 7.15 µM; 340,000 tested, 0.12% active; IANBD-labeled cardiac RTF, Ca2+ fluorescence;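 active = inhibition above the mean inhibition of all tested compounds plus 3 SD, cut at about 17% in these data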;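 note: assay run at fixed EC70 calcium of 1.6 mM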
* = called active by the depositor; / = not tested or not shown. Some of the compounds tested (hit frequency here may not be typical).

SMILES	CAL PDZ FP-1	LANA DNA inh	Keap1 Nrf2 FP	NSD2 inh	V-ATPase pHluor	CAL PDZ FP-2	Arr AP2 block	Pemphigus Ab inh	DAGLB inhibitor	RTF Ca sens inh
Cc1ccc(/C=N/NC(=O)CSc2nc3ccccc3s2)o1	-5	0.4	4	-3	-1	-1.3	1	101	3	5
CC(=O)Nc1ccc(S(=O)(=O)NC2(C(F)(F)F)NC(=O)N(C3CCCCC3)C2=O)cc1 (configuration not stated)	/	-0.3	-1	20	2	-2.7	9	99	0	-11
Cc1ccc(S(=O)(=O)NCc2nnnn2-c2ccc(F)cc2)cc1	/	/	/	-2	-1	/	/	105	-5	/
CS(=O)(=O)CCSc1ncccc1C(=O)NCc1cccs1	/	/	/	0	-2	/	11	92	/	/
CC(C)(C)N(C=C(Cl)Cl)C(=O)NC1CCCCC1	2	-1.8	-8	-3	1	-0.6	2	102	-3	7
CC1=CS(=O)(=O)CC1SC(=S)N(C)C1CCS(=O)(=O)C1 (configuration not stated)	-3	2.3	-6	3	-3	-0.5	0	102	-2	-2
O=C1c2sc3nc4c(c(=O)n3c2C(=O)N1c1ccccc1)CCC4	-4	-1.1	-3	0	7	-0.4	11	100	-1	-8
COCc1ccc(CN2CCC(n3nccc3NC(=O)CCCc3ccccc3)CC2)o1	-2	-0.7	-6	-2	-2	-2.9	-23	100	-5	-2
COc1ccc(NC(=S)Nc2ccc(C)c(Cl)c2)cc1OC	5	-0.6	-4	4	3	-3.1	4	125	3	-24
CN(C)CCSc1nc(-c2ccccc2)nc2c1COC(C)(C)C2	1	-0.4	-3	23	-5	-1.5	4	101	1	3
CCOc1ccc(OCc2ccc(C(=O)N3N=C(C(F)F)CC3(O)C(F)F)o2)cc1 (configuration not stated)	-2	1.2	-1	-4	-6	1.5	-1	100	3	4
Cn1c(=O)c(Cc2ccccc2)c(O)c2ccccc21	-1	-0.6	-1	-1	-1	-0.7	22	104	-1	-2
O=NN(CCc1ccncc1)c1ccc(OCc2ccccc2)cc1	3	1.1	3	-1	-3	-1.3	3	102	-6	-1
CC1CN(C(c2ccco2)c2sc3ncnn3c2O)CC(C)O1 (configuration not stated)	/	1.2	-5	/	-5	-1.0	0	75	-1	1
C=CCOC(=O)C1=C[C@@H](C2CCCCC2)C[C@@H](OCc2ccc(CO)cc2)O1	-2	0.1	0	/	-8	-1.0	3	101	-7	-16
O=C(N/N=C/c1cccc(OC(=O)c2cccc(Br)c2)c1)c1ccncc1	-7	0.9	-3	1	1	-3.6	12	103	-2	4
CCNC(=S)NC1CC2CCCC(C1)N2CCc1ccccc1 (configuration not stated)	-3	3.6	-1	2	-2	-0.6	7	113	1	-6
COc1ccc(N2CCN(c3ccc(N4C(=O)COCC4=O)cc3[N+](=O)[O-])CC2)cc1	1	1.5	-2	0	-2	-0.1	7	96	6	2
COc1cc2nc(CN3CCC(Cc4ccccc4)CC3)[nH]c(=O)c2cc1OC	-2	2.5	-3	0	-1	-1.1	-67	74	-2	-4
CCCNC(=O)c1ccc2c(=O)c(O)c(C)[nH]c2c1	-6	1.3	5	/	-8	-1.2	6	104	3	-5
Nc1nc(Cl)cc(Oc2ccc([N+](=O)[O-])cc2)n1	-2	1.1	1	-6	1	0.1	12	55*	-3	1
CCOC(=O)N1CCC(NC(=O)C2=CCN(S(=O)(=O)c3ccc(F)cc3)CC2)CC1	-1	-0.3	0	3	2	-1.0	-7	101	1	4
CCN(Cc1cccs1)C(=O)CN1CCN(S(=O)(=O)c2ccc3c(c2)OCCCO3)CC1	-5	0.0	-5	1	1	-2.8	26	101	-3	-2
C=CCN(CC=C)C(=O)CN1C(=O)c2ccccc2C1=O	-2	-0.5	-3	1	-8	-0.5	11	99	0	-1
CC1CC(C)(C)NC(=S)N1CCCC(=O)Nc1ccc(F)c(F)c1 (configuration not stated)	-5	-1.0	1	1	-2	-1.1	4	106	2	-2
COc1cccc(NC(=O)c2cc(CN3C(=O)c4ccccc4C3=O)ccc2OC)c1	3	1.0	3	-3	-1	-1.4	-2	112	-3	-5
CCOC(=O)CCCCCCCCC(=O)Nc1ccc(-n2[nH]c(=O)cc2C)cc1	-4	1.3	1	0	-3	-0.3	16	93	0	3
CCn1c(NC(=O)C(C)C)c(-c2ccccc2)c(=O)c2ccccc21	/	/	/	0	4	/	26	111	/	/
COc1ccc(/C=C/C(=O)N(CCC(N)=O)c2ccccc2)cc1S(=O)(=O)N1CCOCC1	-1	-0.1	-3	-1	-1	-2.4	-7	102	3	-8
C=CCn1c(O)c(N=NC(=O)CNC(=O)Cc2ccccc2)c2ccccc21	-3	-0.2	-5	4	3	-2.5	1	/	2	-1
CC(C)(C)NC(=O)Cn1c(SCC(=O)Nc2nccs2)nc2ccccc21	-3	0.4	-6	/	-2	-2.1	19	105	2	8
COc1ccc(-c2csc3ncnc(N4CCN(CCO)CC4)c23)cc1	-2	0.2	-1	4	-1	-4.0	27	95	-3	4
Cc1nc2ccccc2c(=O)n1/N=C/c1ccc(C(C)C)cc1	0	2.3	3	-2	1	-1.0	30	98	-2	-8
CC(=O)c1cccc(NC(=O)CCOc2ccccc2)c1	-3	-1.6	-8	11	-1	-1.6	2	/	-2	-6
COc1ccc(OC)c(C(C)NC(=O)Nc2ccccc2)c1 (configuration not stated)	-2	1.9	6	0	2	-2.7	35	91	-4	-2
CN(C)NC(=S)NC(=O)C12CC3CC(CC(C3)C1)C2	-5	1.1	0	-2	0	-1.9	-4	90	0	-4
CC(=O)OC1CCC2(C)C3=CCC4(C)C(C(C)=O)=CCC4C3CCC2C1 (configuration not stated)	1	0.4	-7	22	-1	-2.8	20	129	-2	-1
COc1cc(CNCc2cccnc2)ccc1OCC(=O)NC1CCCCC1	/	-0.6	-1	2	0	0.4	-1	105	-2	-9
CSc1nc2ccc(NC(=O)C3=NNC(=O)CC3)cc2s1	/	-1.2	2	0	-1	1.0	8	101	0	1
O=C(O)c1ccccc1NSc1ccccc1[N+](=O)[O-]	-2	0.2	-2	6	-3	-2.2	0	84	13	-15
CN(C)CCN(C(=O)c1ccc2ccccc2c1)c1nc2cc3c(cc2s1)OCO3	/	/	/	2	0	/	/	103	-7	/
COc1ccc(OC(=O)COc2cccc(C)c2)cc1	4	0.9	-2	26	-81	-0.5	39	105	-1	0
O=C(COC(=O)CCC(=O)c1cccs1)Nc1ccc(Cl)cn1	-3	-0.4	-3	4	2	-2.6	15	89	-1	12
O=c1c2ccccc2n(CC(O)CN2CCCCC2)c2ccccc12 (configuration not stated)	/	1.3	0	-5	2	-2.1	37	93	/	/
CCN(CC)S(=O)(=O)c1cc(NC(=O)CNc2cccc(S(=O)(=O)N3CCCC3)c2)ccc1C	3	-0.5	0	-1	-2	-2.3	15	101	1	-2
CCc1c(C)sc(NC(=O)c2ccco2)c1C#N	-2	-1.7	-4	3	3	-1.1	13	/	-2	-2
O=C(Nc1ccccc1SCC1CSc2nc3ccccc3c(=O)n21)c1ccccc1Cl (configuration not stated)	0	30	-4	1	-1	/	-5	98	-2	1
COc1cccc(N2C(=O)Nc3ccc(Br)cc3C2(O)C(=O)NCCCN(C)C)c1 (configuration not stated)	-10	1.7	1	0	1	-0.7	-3	92	2	-1
CNC(=O)c1c(Cl)cnn1-c1ccc(F)cc1	-9	0.0	0	-5	-3	-1.2	-9	101	-1	6
COc1cc(S(=O)(=O)N2CCOCC2)ccc1NC(=O)CN1c2cccc3cccc(c23)S1(=O)=O	-5	-0.9	0	-2	-2	-0.8	-1	111	-1	-4
O=C(O)CN1C(=O)c2cccc(Oc3ccc(Cl)cc3)c2C1=O	-2	0.1	-6	4	-4	-0.5	2	/	-1	-1
CCOC(=O)c1cnc2c(CC)cccc2c1NCCN1CCOCC1	9	0.6	-3	-8	-4	-0.6	7	126	-2	12
COc1ccc(-c2nn(Cc3ccccc3)cc2C(=O)N2CCN(c3ccccn3)CC2)cc1OC	1	0.9	-6	9	-2	-0.5	3	101	1	-1
COC1CCN(C(=O)c2ccc3oc(Cc4ccc(Cl)cc4)nc3c2)CC1	-5	-0.6	-5	-5	5	-2.3	6	102	-5	8
CC[C@]12c3[nH]c4cc(-c5ccco5)ccc4c3CCN1C(=O)[C@@H](CC(=O)NCCCOC)C[C@@H]2C(=O)N1CCN(C(=O)c2ccco2)CC1	-8	-2.8	-8	/	0	0.2	-1	90	-2	0
NC(=O)/C(=C/c1ccco1)C(N)=S	-1	9.3	-2	1	1	0.4	6	/	1	-2
COc1ccc(S(=O)(=O)N2CCC(C(=O)NCCc3c[nH]c4ccccc34)CC2)cc1	/	-1.3	3	/	-1	-0.2	4	94	1	-7
CCN(c1ccccc1)S(=O)(=O)c1ccc(C(=O)Nc2cccc(NC(C)=O)c2)cc1	-4	-0.2	-4	4	4	-1.1	-7	104	-1	-3
COCCn1nnnc1C1(N(Cc2cc3cc(C)ccc3[nH]c2=O)CC2CCCO2)CCN(C)CC1 (configuration not stated)	-2	2.4	-2	2	0	-1.1	-1	96	-4	-3
CCc1ccc(CN2CCCC(C(=O)Nc3ccc(-c4cscn4)cc3)C2)o1 (configuration not stated)	-2	-0.2	3	7	0	-3.0	12	99	0	-3
CN(C(=O)c1ccc(NC(=O)Cc2ccc(NC(=O)C3CCN(C(=O)c4ccccc4)CC3)cc2)cc1)C1CCCC1	0	0.0	6	/	0	-0.2	-16	106	0	-3
Cc1ccc(N(CC(=O)Nc2ccccc2C(=O)N2CCOCC2)S(C)(=O)=O)cc1	-1	0.5	3	-2	-1	-1.6	9	/	-1	-8
